Assay outcomes: PubChem BioAssay, Johns Hopkins Ion Channel Center
KCNQ2 inh: KCNQ2 channel blockers in CHO-K1 cells – cell-based, FluxOR thallium flux, B-score, primary screen (AID 2156). O88943. 20 min; stronger effect = lower value. B-score at 10 µM. 310,000 tested, 1.1% active;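 active means fluorescence ratio B-score at most minus 3 library SDs, with starting brightness B-score within 2 library SDs, cut at about -5.5 in these data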
Kir21 inh: blocks the mouse Kir2.1 inward-rectifier potassium channel; 310,000 tested, 0.85% active; B-score at 10 µM; HEK293-Kir2.1, FluxOR thallium flux fluorescence; stronger effect = lower value;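 active means fluorescence ratio B-score at or below minus 3 SD of library scores, with starting-brightness B-score within 2 SD, cut at about -4.2 in these data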;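 further: channel flux triggered by added potassium and thallium sulfate stimulus; B-score of peak minus minimum fluorescence over baseline after thallium stimulus; more negative B-score means stronger Kir2.1 block with less thallium influx; some compounds called inactive have numbers as strong as hits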
Target sequence (P35561 whole entry, looked up): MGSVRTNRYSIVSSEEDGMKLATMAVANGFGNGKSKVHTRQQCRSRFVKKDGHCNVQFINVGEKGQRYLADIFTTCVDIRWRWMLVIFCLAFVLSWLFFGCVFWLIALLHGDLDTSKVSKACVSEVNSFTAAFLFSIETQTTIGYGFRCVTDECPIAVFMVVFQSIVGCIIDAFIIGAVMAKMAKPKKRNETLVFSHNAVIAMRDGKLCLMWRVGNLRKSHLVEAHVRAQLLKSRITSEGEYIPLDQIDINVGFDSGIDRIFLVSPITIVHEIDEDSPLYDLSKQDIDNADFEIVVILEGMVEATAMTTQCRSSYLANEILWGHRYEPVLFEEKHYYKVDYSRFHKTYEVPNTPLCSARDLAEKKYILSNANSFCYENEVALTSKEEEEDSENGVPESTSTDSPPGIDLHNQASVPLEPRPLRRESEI
Starred values were filed as active, the others as inactive; i = inactive.

KCNQ2 inh	Kir21 inh	Compound
i	-0.37	O=C(Cc1cc(=O)[nH]c(=O)[nH]1)N1CCN(C(=O)c2ccco2)CC1
i	-0.15	COc1ccc(-c2cn(-c3ccccc3)nc2CO)cc1
i	0.06	CCOc1cc(/C=C(\C#N)C(=O)NCc2cccnc2)ccc1O
i	0.74	O=C(/C=C/c1ccc2c(c1)OCO2)NCC1CCCO1 (stereo not drawn)
i	-0.37	COc1cc(NC(=O)c2ccc(Br)cc2)ccc1NC(=O)c1cc2ccccc2o1
i	0.11	O=C(OCN1C(=O)c2ccccc2C1=O)c1ccc(Cl)nc1
i	0.9	S=C(Nc1ccccc1Cl)NC1CCC(NC(=S)Nc2ccccc2Cl)CC1 (stereo not drawn)
i	0.79	Cc1cc(C)nc(NC(=O)c2ccc(Cl)cc2[N+](=O)[O-])c1
i	-1.9	CC(=O)c1ccc(NC(=O)CCc2nnc3ccc(NCc4ccco4)nn23)cc1
i	-2.6	COC(=O)c1sccc1NC(=O)CSc1ccccc1NC(=O)CNC(C)C

Random excerpt: 3 compounds from above, in no set order.
KCNQ2 inh	Kir21 inh	Compound
i	0.11	O=C(OCN1C(=O)c2ccccc2C1=O)c1ccc(Cl)nc1
i	-2.6	COC(=O)c1sccc1NC(=O)CSc1ccccc1NC(=O)CNC(C)C
i	-1.9	CC(=O)c1ccc(NC(=O)CCc2nnc3ccc(NCc4ccco4)nn23)cc1

The listing picks up, repeating the 6 entries before the break.
KCNQ2 inh	Kir21 inh	Compound
i	-0.37	COc1cc(NC(=O)c2ccc(Br)cc2)ccc1NC(=O)c1cc2ccccc2o1
i	0.11	O=C(OCN1C(=O)c2ccccc2C1=O)c1ccc(Cl)nc1
i	0.9	S=C(Nc1ccccc1Cl)NC1CCC(NC(=S)Nc2ccccc2Cl)CC1 (stereo not drawn)
i	0.79	Cc1cc(C)nc(NC(=O)c2ccc(Cl)cc2[N+](=O)[O-])c1
i	-1.9	CC(=O)c1ccc(NC(=O)CCc2nnc3ccc(NCc4ccco4)nn23)cc1
i	-2.6	COC(=O)c1sccc1NC(=O)CSc1ccccc1NC(=O)CNC(C)C
i	0.03	CC(C)C(C(=O)NCC1CCCO1)N(C(=O)CNS(=O)(=O)c1ccc(F)cc1)c1ccccc1 (stereo not drawn)
i	0.19	COc1ccc(C(=O)COC(=O)c2ccn(C)n2)cc1
i	-1.8	COc1ccc(Nc2nnc(SCc3cn4c(C)cccc4n3)s2)cc1
i	0.41	Cc1ccc(F)cc1NC(=O)N1CCCN(C(=O)OC(C)(C)C)CC1
i	-0.33	CCOC(=O)CCCNC(=O)COC(=O)c1cccc(F)c1
i	1.4	CCc1nnc2n1N=C(c1ccccc1)CS2
i	-0.62	CCOc1ccccc1NC(=O)c1cccc(NC(=O)C(C)C)c1
i	0.16	Cc1nn(Cc2ccccc2)c(Cl)c1/C=C/C(=O)OCC(=O)N1CCCC1=O
i	0.15	COc1ccc(NC(=O)c2ccc(-c3ccccc3)cc2)cc1NS(=O)(=O)c1ccc(F)cc1
i	0.38	CC(=O)c1ccc(OCC(=O)Nc2ccc3c(c2)CCC3)cc1
i	-0.82	O=C(CCC(=O)Nc1ccc(Br)cc1)N/N=C/c1cc([N+](=O)[O-])ccc1O
i	-0.12	Cc1ccccc1C(=O)OC1OC(=O)C(Cl)=C1N1CCOCC1 (stereo not drawn)
i	-0.09	CC(C)(C)NC(=O)C1Cc2ccccc2CN1C(=O)Nc1cccc(Cl)c1 (stereo not drawn)
i	-0.85	CCOC(=O)[C@@H]1[C@H]2COc3ccc(Br)cc3[C@H]2N2C(=O)N(c3cccc(Cl)c3)C(=O)[C@]12C
i	-0.09	COc1ccc(-n2c(C(C)n3nc(C)c([N+](=O)[O-])c3C)n[nH]c2=S)cc1 (stereo not drawn)
i	-0.19	COc1ccc2oc(-c3ccccc3[N+](=O)[O-])cc(=O)c2c1
i	-1.9	C/C(N)=C(/C#N)C(=O)CSc1nc2scc(-c3ccccc3)c2c(=O)n1C
i	-1	COc1ccccc1N1CC(C(=O)Nc2nnc(SCc3cccnc3)s2)CC1=O (stereo not drawn)
i	1	O=C(Cc1ccc(Cl)cc1)Nc1ccc2oc(=O)ccc2c1
i	0.54	Cc1ccc(CNC(=O)C23CN(Cc4ccccc4)CC2C(c2ccc([N+](=O)[O-])cc2)=NO3)cc1 (stereo not drawn)
i	-1.3	CN(Cc1ccccc1)C(=O)CN1C(=O)NC(C)(c2ccc(Cl)cc2)C1=O (stereo not drawn)
i	-2.9	Cc1ccc2cccc(SCC(=O)NCC#N)c2n1
i	0.63	Oc1ccccc1Cn1c(-c2ccccc2O)nc2ccccc21
i	2.1	COc1ccc(-c2nc(CS(=O)(=O)CC(=O)NCc3cccc(Br)c3)c(C)o2)cc1
i	1.3	Cc1sc2ncn(CC(=O)NCc3ccco3)c(=O)c2c1-c1ccc(F)cc1
i	-1.2	CC(=O)n1cc([C@H]2C=C(C(=O)N3CCN(Cc4ccc5c(c4)OCO5)CC3)O[C@@H](OCCCCO)C2)c2ccccc21
i	-1.4	Cc1ccc(C(=O)C2C(c3cccs3)NC(=O)NC2(O)C(F)(F)F)cc1 (stereo not drawn)
i	0.62	COCCOc1nc2c(c(=O)n(C)c(=O)n2C)n1CCc1ccccc1
i	-0.01	FC(F)(F)c1cccc(-c2nn[nH]n2)c1
i	-1.5	COc1ccc(CC(=O)OCC(=O)N2CCCc3ccccc32)cc1
i	1.2	COc1ccc(CCc2nnc(CCC(=O)N(C)Cc3ccncc3C)o2)cc1
i	1.5	Cc1ccc(S(=O)(=O)N(C)c2cc(S(N)(=O)=O)c(C)cc2C)cc1
i	-2.1	O=C(Nc1cccs1)Nc1ccc(Br)cc1F
i	-0.44	CCCCN(C)CCNC(=O)c1cn(C)c(=O)c2c1c1ccccc1n2C
i	-0.68	O=C(c1nc(-c2ccccc2)n(-c2ccccc2)n1)N1CCN(S(=O)(=O)c2ccccc2)CC1
-5.6*	0.31	Cc1c(C(=O)NCc2ccccc2)c(-c2ccccc2)nn1-c1ccccc1
i	-1.1	COc1cccc2cc(C(=O)C3=C(O)C(=O)N(CCN4CCOCC4)C3c3cccc(Cl)c3)oc12 (stereo not drawn)
i	-0.32	CCCCOC(=O)c1ccc(NC(=O)Nc2ccc(OC)c(OC)c2)cc1
i	0.09	O=C(COC(=O)c1cccc(O)c1)NC(=O)Cc1ccccc1
i	0	CCOCCCNS(=O)(=O)c1ccc(NC(=O)Cc2c(F)cccc2Cl)cc1
i	1.9	O=C(Cc1cn(-c2ccccc2)nc1-c1ccccc1)N1CCCCC1
i	0.89	COc1ccc(-c2cccc(NS(=O)(=O)c3cccc([N+](=O)[O-])c3)c2)nn1
i	0.93	CCCOC(=O)c1ccc(-c2c(C)noc2-c2ccc(OC)cc2O)o1
i	-1.5	CCOC(=O)N1CCN(C(=O)C(NS(=O)(=O)c2cccc3nsnc23)c2ccccc2)CC1 (stereo not drawn)
i	0.31	COc1ccccc1NC(=O)c1ccc(-n2cncn2)nc1
i	0.89	COc1ccc(-c2nc(CSCC(=O)NC3CCCC3)c(C)o2)cc1OC
i	1.4	C=CCC(Nc1ccco1)c1ccccc1 (stereo not drawn)
i	0.28	Cc1cc(C)c(S(=O)(=O)N2CCOC2CNC(=O)C(=O)NCCCn2ccnc2)c(C)c1 (stereo not drawn)
i	-1.7	CCn1nnnc1SCC(=O)c1ccc(C)cc1C
i	-1.8	CCOC(=O)CSc1nc2sccc2c(=O)[nH]1

More results:
KCNQ2 inh	Kir21 inh	Compound
i	1.1	Cc1ccc(C(=O)CC(Nc2ccc(F)cc2)c2ccccc2)cc1 (stereo not drawn)
i	0.75	Cc1nc(C)c(-c2ccc(SCc3ccccc3F)nn2)s1
i	0.5	CCCCN(CCCC)S(=O)(=O)c1c(C)[nH]c(=O)[nH]c1=O
i	-0.43	COc1ccc(C(=O)NCCSCc2cccc(Cl)c2)cc1OC
i	-0.44	O=C1C2ON(c3ccc(Cl)cc3)C(c3ccco3)C2C(=O)N1c1ccccc1 (stereo not drawn)
i	-2.6	CCC1Nc2ncnc(N3CCCCC3)c2N(Cc2ccc(Br)cc2)C1=O (stereo not drawn)
i	-0.68	COc1cc(NS(=O)(=O)c2ccc(Br)s2)cc(OC)c1
i	0.13	C[C@@H]1CCC[C@H](C)N1Cc1nc(Cc2ccccc2Cl)no1
i	2.9	CCc1ccc(NC2=NC(C(=O)NC3CCCCC3)CC(=O)N2)cc1 (stereo not drawn)
i	0.46	Cc1cc2cc(CCNC(=O)C(C)C)c(=O)[nH]c2cc1C

Four of the compounds above, with bars between the fields:
smiles | KCNQ2 inh | Kir21 inh
COc1ccc(C(=O)NCCSCc2cccc(Cl)c2)cc1OC | i | -0.43
O=C1C2ON(c3ccc(Cl)cc3)C(c3ccco3)C2C(=O)N1c1ccccc1 (stereo not drawn) | i | -0.44
CCC1Nc2ncnc(N3CCCCC3)c2N(Cc2ccc(Br)cc2)C1=O (stereo not drawn) | i | -2.6
COc1cc(NS(=O)(=O)c2ccc(Br)s2)cc(OC)c1 | i | -0.68

Additional entries:
KCNQ2 inh	Kir21 inh	Compound
i	-0.19	O=C(NCc1ccccn1)c1cccs1
i	0.89	CCOC(=O)c1[nH]c(C=O)c(C(=O)OCC)c1C
i	-1.1	Cc1cc2ncc(-c3ncc(C(F)(F)F)cc3Cl)cn2n1
i	-0.04	COc1ccc(C(=O)NCc2ccc(S(N)(=O)=O)cc2)cc1[N+](=O)[O-]
i	-1.8	c1ccc(C[n+]2csc3ccccc32)cc1
i	0.17	COc1cccc(N2CCN(C(=O)c3cccc(NC4=NC5CS(=O)(=O)CC5S4)c3)CC2)c1 (stereo not drawn)
i	1.2	Cc1cccc(N(CC(=O)NCc2ccco2)C(=O)CNS(=O)(=O)c2ccc(F)cc2)c1
i	-0.5	CC(C)NC(=O)C(C)Oc1ccc(S(=O)(=O)NCc2ccc3c(c2)OCO3)cc1 (stereo not drawn)
i	-0.36	COc1ccccc1NC(=O)C(=O)c1cn(CC(=O)N2CCOCC2)c2ccccc12
i	0.61	CNC(=O)c1ccc(NC(=O)Nc2ccccc2)cc1
i	-0.16	Cc1nnsc1C(=O)Nc1ccc(S(=O)(=O)N2CCCCC2C)cc1 (stereo not drawn)
i	-0.46	CCOC(=O)CN(C(=O)CNC(=O)c1cccs1)C(C(=O)NC1CCCC1)c1cccnc1 (stereo not drawn)
i	0.7	Cc1nnc(SCc2c(Cl)cccc2Cl)n(N)c1=O
i	1.1	c1ccc(OCCCCn2cnc3ccccc32)cc1
i	-0.67	Cc1ccc(/C(O)=C2/C(=O)C(=O)N(CCN3CCOCC3)C2c2ccccn2)cc1 (stereo not drawn)
i	-0.94	CCOc1ccccc1OCC(=O)OCc1csc(CC(=O)Nc2ccccc2C)n1
i	-0.82	CCOP1(=O)C=C(C(C)(C)C)OC1c1ccc(F)cc1 (stereo not drawn)
i	1.8	CCc1noc(C)c1C(=O)Nc1nc(-c2ccc(OC)c(OC)c2)cs1
i	1.1	CCS(=O)(=O)Nc1cccc(-c2cc(-c3ccccc3)c3cc(C)ccc3n2)c1
i	0	N#Cc1ccc(-c2ccccc2)nc1Sc1ccc(F)cc1
i	0.02	Cc1ccc(C)c(NC(=O)c2ccccn2)c1
i	0.41	CCCCN(CCCC)C(=S)NC(=O)c1ccccc1Cl
i	-0.01	CC1CCN(S(=O)(=O)c2cccc(C(=O)O)c2)CC1
i	-0.21	COc1ccc(OCC(O)CN2CCN(c3ccccc3)CC2)cc1 (stereo not drawn)
i	-1.1	O=C(Nc1ccc(Cl)cc1)N1CCc2ccccc2C1
i	0.68	COc1ccccc1N(O)C1CC(=O)N(c2ccc(F)cc2)C1=O (stereo not drawn)
i	-0.27	COc1cc(C(=O)N[C@H](C(=O)Nc2nnc(C3CC3)s2)C(C)C)cc(OC)c1OC
i	0.55	CCc1nnc(NC(=O)CCC(=O)NC2CCCCC2)s1
i	-1.1	COc1cccc(CN(CC(=O)NCc2ccc(F)cc2)C(=O)c2ccco2)c1
i	-1.5	NNC(=O)CN1CCCc2ccccc21
i	0.24	CC(C)(C)NC(=O)COc1ccc(CNc2ncn[nH]2)cc1
i	-0.55	O=[N+]([O-])c1ccc(/C=N/n2c(C3CCCCC3)n[nH]c2=S)cc1
i	-0.97	O=C(CCCOc1ccccc1)Nc1ccc(Br)cc1
-7.6*	1	COc1ccc(/C=C/C(=O)c2ccccc2)cc1COc1ccccc1F
i	-0.74	CNC(=O)N(O)C1N(/N=C/c2cccnc2)C(=S)SC1(C)C (stereo not drawn)
i	-0.6	Cc1ccc(C(=O)NNC(=S)NC(=O)c2ccc(Cl)cc2)cc1
i	0.66	Cc1cccc(C(=O)NC2CCCc3ccccc32)c1 (stereo not drawn)
i	-0.04	O=C(NNS(=O)(=O)c1ccc(Cl)cc1)c1cc(-c2ccccc2)n[nH]1
i	1.4	COc1ccc(C(=O)COC(=O)CCn2nnc(-c3cccc(O)c3OC)n2)cc1
i	-0.44	COCCNC(=O)/C(C#N)=C\c1ccc(CNS(=O)(=O)c2ccc(C)cc2)o1
i	0.74	C/C(=N\OCC(=O)N/N=C/c1ccccc1O)c1cccs1
i	1.7	Cc1cc(NS(=O)(=O)c2ccc(NC(=S)NC(=O)c3ccc(C(C)(C)C)cc3)cc2)no1
i	-3	O=C(Nc1cc(S(=O)(=O)N2CCCCC2)ccc1Cl)c1ccccc1NS(=O)(=O)c1ccc(F)cc1
i	1.7	COC(=O)Nc1nc2ccc(Sc3ccccc3)cc2[nH]1
i	0.3	Cc1cccc(/C=N/NC(=O)c2cc(C)nc3ccccc23)n1
i	-0.25	O=C(Nc1cnn(C23CC4CC(CC(C4)C2)C3)c1)c1cnn2c(C(F)(F)F)cc(-c3ccco3)nc12
i	1.5	CCCCNC(=O)C1CCCN(S(=O)(=O)c2ccc(S(=O)(=O)NCC(C)C)cc2)C1 (stereo not drawn)
i	-1.4	CC(=O)Nc1nc(-c2ccc(Cl)cc2)nc(C)c1C(C)=O
i	-0.02	CNC(=S)Nc1ccc(Br)cc1

This is a random part of the collection. Share with any hit: about 1.8%.
